# TCR activator: Activators of T cell receptors: qHTS campaign | primary human leukocytes, anti-CD3, IL-2 HTRF, 48 h | Potency, µM (series often up to 9.22 µM), for the others: at the top dose activation of IL-2 secretion, actives largely listed as activators | 330,000 tested, under 10 active | AID 504894, 2011; also: % of control where 0% means no effect
#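 Human primary leukocytes + a-CD3 beads + cpd, 48 hr; IL-2 in supernatant by HTRF (ex 320nm / em 665nm). No co-stimulatory signal supplied.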
# S-ASM inh: Inhibitors of Secretory Acid Sphingomyelinase (S-ASM): qHTS. placental ASM, HMU-PC fluorogenic substrate, 60 min. Potency, µM (top dose mostly 57.5 µM), inactives show at the top dose activity change, negative = inhibition, usual class: inhibitors. hit rate 0.006% among 340,000. AID 504937, 2011; also: potency is read from the fitted curve at half-maximal effect
#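 HMU-PC0 cleavage (9 uM final) by human placental ASM, 60 min at 37 °C following 10 min compound exposure at RT; stopped at pH 10, fluorescence Ex 386/Em 447 nm.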
# Chronic BCR inh: qHTS Assay to Find Inhibitors of Chronic Active B-Cell Receptor Signaling; ABC-DLBCL IkBa-CBG/CBR reporter, luminescence ratio, 4 h; Potency, µM (doses to about 46.1 µM), for inactives: at the top dose ratio change, negative = lower green/red ratio, usual class: inhibitors; hit rate 0.05% among 340,000; AID 493014, 2011; active = well fitted inhibition curve with a large enough effect in the signal ratio, with a control signal flat, not every such curve was filed as active; inconclusive = small, poorly fitted or top-dose-only effect, or effect the other way, or a change in a side signal; the % refers to the signal ratio;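 also: potency is read from the fitted curve at half-maximal effect; plate controls were basal doxycycline-induced cells for no effect and cells given 10 µM MG132 for full effect; MG132 reads +100%, hits lower the ratio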
#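 Concentration-response series (up to 46 uM) were applied to TMD8 dual-reporter cells for 4 h at 37C with doxycycline. Green/red ratio, after filter-overlap correction, defined %Activity; red signal alone was normalised to basal cells and zero luminescence.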
# Eya2 phos inh: qHTS Assay for Inhibitors of the Phosphatase Activity of Eya2 | hit rate 0.006% among 330,000 | AID 488837, 2010 | Potency, µM (titrated, usually from 76.9 µM), inactives show at the top dose activity, negative = inhibition, hits mostly inhibitors | Protein phosphatase EYA2 (Homo sapiens), O00167 | recombinant Eya2, OMFP fluorescence dephosphorylation (OMFP is methylfluorescein phosphate); also: potency is read from the fitted curve at half-maximal effect; % is scaled to controls: 0 for no effect and ±100 for the full control effect
# Target sequence (O00167 whole entry, looked up): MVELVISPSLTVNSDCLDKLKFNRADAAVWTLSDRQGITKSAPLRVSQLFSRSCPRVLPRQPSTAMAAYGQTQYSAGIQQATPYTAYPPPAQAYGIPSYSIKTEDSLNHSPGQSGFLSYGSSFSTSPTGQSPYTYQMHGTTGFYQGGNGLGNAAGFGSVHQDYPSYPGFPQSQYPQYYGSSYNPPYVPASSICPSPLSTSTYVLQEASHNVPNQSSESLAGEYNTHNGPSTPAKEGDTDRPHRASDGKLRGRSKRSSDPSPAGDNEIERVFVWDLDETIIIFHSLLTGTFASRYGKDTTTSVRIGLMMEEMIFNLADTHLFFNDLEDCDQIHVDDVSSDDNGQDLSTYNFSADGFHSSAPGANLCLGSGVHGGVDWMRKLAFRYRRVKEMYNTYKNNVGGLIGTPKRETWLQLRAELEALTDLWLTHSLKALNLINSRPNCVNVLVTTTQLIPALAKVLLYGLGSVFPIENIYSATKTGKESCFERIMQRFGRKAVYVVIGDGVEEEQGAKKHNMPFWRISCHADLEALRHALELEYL
#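 Eya2 (0.2 uM) preincubated 10 min at ambient with compound, then OMFP substrate added at 50 uM; 10 min reaction in 50 mM HEPES pH 7.5, 50 mM NaCl, 5 uM MgCl2, 0.05% BSA, 1 mM DTT. Fluorescence read at Ex 485/Em 525 nm.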
# A-T KAP1 phos: qHTS Assay for Identifying a Potential Treatment of Ataxia-Telangiectasia; AID 485349, 2010; Potency, µM (top dose mostly 57.5 µM), for inactives: top-dose activation, actives largely listed as activators; […] A-T fibroblasts, KAP-1 phosphorylation AlphaLISA; neocarzinostatin DNA damage 30 min before lysis; hit rate 0.19% among 320,000; also: potency is read from the fitted curve at half-maximal effect; % of control where 0% means no effect; nearly all actives have a fitted effect of over 45% in size
#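 hTERT-immortalized A-T patient fibroblasts ([…]), 500 cells/well in OPTI-MEM, 1% FBS, got compounds for 60 min, then NCS for 30 min at 37C. Lysates were then assayed for phospho-KAP-1 by AlphaLISA (anti-pKAP1 donor, anti-KAP1 acceptor beads), 6 hr at 25C.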
# ELG1 DNA repair: qHTS screen for small molecules that inhibit ELG1-dependent DNA repair in human embryonic kidney (HEK293T) cells expressing luciferase-tagged ELG1; hit rate 2.3% among 330,000; HEK293T ELG1-luciferase reporter, luminescence, 16 h; DNA damage induced by 5-fluorouridine; Potency, µM (doses to about 46.1 µM), inactives show at the highest dose activity change, negative = inhibition, actives largely listed as inhibitors; also: potency is read from the fitted curve at half-maximal effect; % is scaled to controls: 0 for no effect and ±100 for the full control effect; nearly all actives have a fitted effect of over 55% in size
#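 HEK293T cells expressing luciferase-tagged ELG1 (2,000/well) received 5-Fluorouridine plus compound or DMSO for 16 hr at 37 °C. Luciferase was read by ONE-Glo luminescence after 30 min at room temperature.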
# TSHR antagonist: Antagonists of the Thyroid Stimulating Hormone Receptor: HTS campaign | activity change, negative = inhibition, % at 11.5 µM | hit rate 0.2% among 330,000 | AID 504810, 2011 | TSHR-expressing cells, TSH-stimulated cAMP HTRF, 2 h; active compounds read low;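 active = activity change below a set negative limit, meaning inhibition stronger than a set level, cut at about -70% in these data; inconclusive = activity change between two set negative limits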; also: % is scaled to controls: 0 for no effect and ±100 for the full control effect
#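 Competitive HTRF cAMP read-out (cryptate anti-cAMP antibody, cAMP-d2; 30 min, room temperature) in freshly harvested TSHR cells. Compounds added before TSH at EC80 (4nM final), followed by 2 hours' incubation at 37 deg C.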
# Mito fusion act: qHTS Assay for Small Molecule Inhibitors of Mitochondrial Division or Activators of Mitochondrial Fusion; Potency, µM (highest dose often 46.1 µM), inactives show at the top dose growth rescue (activation), actives largely listed as activators; S. cerevisiae fusion-defective mutant growth rescue, CellTiterGlo 48 h; hit rate 0.23% among 320,000;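 also: potency is read from the fitted curve at half-maximal effect; % of control where 0% means no effect; nearly all actives have a fitted effect of over 45% in size; temperature-sensitive fusion mutants such as fzo1-1 at 37 °C on non-fermentable ethanol glycerol medium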
#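 Yeast fusion mutant, YPEG (non-fermentable carbon), compound, 48 h at 37C non-permissive; CellTiterGlo added, 10 min RT, luminescence read. Rescued growth = division inhibition.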
# Tb PFK block: qHTS Assay to Find Inhibitors of T. brucei phosphofructokinase; hit rate 0.17% among 330,000; T. brucei PFK, ADP-Glo luminescence; Potency, µM (titrated, usually from 57.5 µM), without a hit: top-dose activity, negative = inhibition, actives largely listed as inhibitors; AID 485367, 2010; ATP-dependent 6-phosphofructokinase (Trypanosoma brucei brucei), O15648;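 also: potency is read from the fitted curve at half-maximal effect; 0% = uninhibited 1x PFK enzyme wells and -100% = no-enzyme wells; nearly all actives have a fitted effect of over 60% in size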
# Target sequence (O15648 whole entry, looked up): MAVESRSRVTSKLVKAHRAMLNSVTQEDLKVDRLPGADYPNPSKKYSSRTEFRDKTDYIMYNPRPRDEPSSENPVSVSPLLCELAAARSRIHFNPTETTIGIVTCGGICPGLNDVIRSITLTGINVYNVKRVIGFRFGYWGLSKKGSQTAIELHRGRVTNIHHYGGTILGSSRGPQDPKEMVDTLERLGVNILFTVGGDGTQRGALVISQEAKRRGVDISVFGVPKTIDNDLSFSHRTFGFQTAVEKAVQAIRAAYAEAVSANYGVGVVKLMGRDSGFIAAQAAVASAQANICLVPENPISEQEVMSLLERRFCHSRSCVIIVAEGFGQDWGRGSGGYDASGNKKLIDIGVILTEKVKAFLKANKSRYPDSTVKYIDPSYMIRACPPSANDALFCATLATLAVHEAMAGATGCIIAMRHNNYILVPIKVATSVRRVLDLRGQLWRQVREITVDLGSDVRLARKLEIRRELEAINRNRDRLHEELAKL
#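 ADP-Glo luminescence quantified ADP after 45 min at room temperature, with 1.25 nM T. brucei PFK, 0.1 mM ATP and 0.5 mM fructose-6-phosphate in pH 8.0 TEA buffer. qHTS titrations up to 57 µM; curves classified by quality.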
# Integrin act MD: qHTS for Activators of Integrin-Mediated Alleviation for Muscular Dystrophy; alpha7betagal myoblasts, beta-gal FDG fluorescence, 48 h; Potency, µM (top dose mostly 38.3 µM), without a hit: top-dose activation, actives largely listed as activators; hit rate 0.064% among 350,000;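 also: potency is read from the fitted curve at half-maximal effect; 100% = response of the positive control SU9516; nearly all actives have a fitted effect of over 60% in size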
#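 Alpha7betagal+/- myoblasts (passage 13) were plated 16-24 hr, then exposed to compounds (1:260 dilution of DMSO stock) for 48 hours at 37C. After MPER lysis, β-galactosidase reporter activity was read as FDG fluorescence (ex 480/em 540) after 30 minutes.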
# TSG101-PTAP inh: qHTS Assay for Iinhibitors of HIV-1 Budding by Blocking the Interaction of PTAP/TSG101 | Tumor susceptibility gene 101 protein (Homo sapiens), Q99816 | Fluorescence polarization, FITC-PTAP peptide / Tsg101 binding | Potency, µM (highest dose often 115 µM), inactives show at the highest dose activity change, negative = inhibition, hits mostly inhibitors | 340,000 tested, under 10 active | AID 493005, 2010; active = well fitted inhibition curve with a large enough effect in the main read-out, with a control signal flat, not every such curve was filed as active; inconclusive = small, poorly fitted or top-dose-only effect, or effect the other way, or a change in a side signal; inactive = no such curve, though single readings can be large or run the other way; also: potency is read from the fitted curve at half-maximal effect; % of control where 0% means no effect
#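 Compounds were pin-transferred onto Tsg101 binding domain (10 uM final) in HEPES pH 7.5 buffer, then FITC-PTAP peptide was added at 50 nM final. After 20 min at RT, polarization reported peptide displacement across a qHTS concentration series.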
# Active calls of the source: *; i = inactive; ? = inconclusive; · = not tested or not shown; [ ] = remark or other dose. Unless noted, calls follow the shape of the dose curve; as a rule, active = well fitted curve in the direction sought with a large enough effect; inconclusive = small, poorly fitted or top-dose-only effect, or another doubt; inactive = no such curve, though single readings can be large; an effect the other way counts as inactive or inconclusive.
SMILES,TCR activator,S-ASM inh,Chronic BCR inh,Eya2 phos inh,A-T KAP1 phos,ELG1 DNA repair,TSHR antagonist,Mito fusion act,Tb PFK block,Integrin act MD,TSG101-PTAP inh
Fc1ccc(/C=N/NC(=S)Nc2ccc(Cl)cc2Cl)cc1,3%,2%,?,13%,7.1µM*,-4%,3,0%,-1%,-11%,0%
COc1ccc(C)cc1NCc1cc(=O)oc2cc(-c3ccccc3)c(O)cc12,2%[46.1 µM],3%,3%,5%,-7%,?,1,0%,-10%,-3%,1%
C=CCn1c(=O)c(C#N)cc2c(=O)n3ccccc3nc21,1%,i,?,19%,-2%,-9%,-2,5%,0%,22%,-3%
Cc1ccc(C)c(N=Nc2nc3ccccc3n2C)c1,-2%,?,?,6%,-7%,?,15,-6%,-3%,-15%,-5%
COc1ccc(N/C(=N\c2nc(C)cc(C)n2)NC(C)=O)cc1OC,7%,-1%,-4%,-19%,1%,?,-5,5%,-1%,-44%,-11%
Cn1ncc(N=Cc2ccccc2)c1C(=O)Nc1cccc(Cl)c1,-9%,-24%,-22%,2%,-10%,?,-1,-2%,-1%,20%,-9%
CCN(CC(=O)Nc1ccc(NC(C)=O)cc1)C(=O)Cc1coc2cc(C)c(C)cc12,3%,-3%,5%,-14%,1%,-8%,-2,3%,-1%,8%,-3%
CCOc1ccc(NC(=O)CCNC(=O)c2ccco2)cc1,4%,0%,6%,-13%,2%,?,12,0%,-6%,-7%,-6%
O=C(COc1ccccc1)Nc1ccc(S(=O)(=O)Nc2ccccn2)cc1,9%,-2%,9%,-15%,-4%,4%,22,3%,?,-27%,-6%
O=C1CC(C2CCCO2)C(=O)N1Cc1ccccc1 (stereo not drawn),3%,1%,4%,6%,11%,-13%,22,4%,4%,19%,-5%
CC(C)c1cccc(C(C)C)c1NC(=O)COC(=O)c1ccc(OCC(=O)Nc2cccc(C(F)(F)F)c2)cc1,7%,-3%,0%,-2%,7%,-12%,-6,-7%,-9%,-4%,-5%
CC(C)CC(c1nnnn1Cc1cccs1)N1CCN(c2nc3ccccc3s2)CC1 (stereo not drawn),2%[46.1 µM],-12%,?,-2%,7%,?,-19,?,1%,10%,-1%
CCN(CC)S(=O)(=O)c1ccc(OC)c(NC(=O)CSc2cc(C)ccc2C)c1,-12%[46.1 µM],0%,-5%,6%,6%,?,2,-4%,-2%,-39%,0%
Cc1ccc2nnc(Cl)n2n1,-9%,2%,8%,-9%,-1%,10%,15,-6%,0%,19%,-6%
CCCc1nnc(SCC(=O)N2CCCC(C)C2)n1CCOC (stereo not drawn),3%,-1%,10%,6%,-1%,-12%,6,16%,-4%,-19%,-7%
Nc1nc(OCc2ccccc2)c2[nH]cnc2n1,-6%,1%,·,-5%,·,·,-16,8%,·,·,0%
Cc1nn(-c2ccccc2)c(N)c1C1(O)C(=O)N(C(C)C)c2ccccc21 (stereo not drawn),6%[46.1 µM],4%,-7%,5%,1%,19%,-6,-1%,-4%,-5%,-2%
CSc1nc2ccc(NC(=O)c3c(F)cccc3F)cc2s1,1%,-2%,?,-2%,21%,?,-6,8%,-6%,-13%,-2%
CCOC(=O)c1nc(Nc2ccc(C(C)=O)cc2)c2ccccc2n1,0%,13%,-11%,-5%,5%,1.6µM*,-2,10%,-4%,14%,-8%
CN1CCN(C(=O)c2ccc(CN(c3ccccc3)S(=O)(=O)c3ccccc3)cc2)CC1,-3%,-2%,6%,0%,-2%[11.5 µM],-9%,2,-2%,-11%,-10%,-5%

# Another view of some results above.
SMILES: Cc1ccc2nnc(Cl)n2n1
  TCR activator = -9%
  S-ASM inh = 2%
  Chronic BCR inh = 8%
  Eya2 phos inh = -9%
  A-T KAP1 phos = -1%
  ELG1 DNA repair = 10%
  TSHR antagonist = 15
  Mito fusion act = -6%
  Tb PFK block = 0%
  Integrin act MD = 19%
  TSG101-PTAP inh = -6%
SMILES: CCCc1nnc(SCC(=O)N2CCCC(C)C2)n1CCOC (stereo not drawn)
  TCR activator = 3%
  S-ASM inh = -1%
  Chronic BCR inh = 10%
  Eya2 phos inh = 6%
  A-T KAP1 phos = -1%
  ELG1 DNA repair = -12%
  TSHR antagonist = 6
  Mito fusion act = 16%
  Tb PFK block = -4%
  Integrin act MD = -19%
  TSG101-PTAP inh = -7%
SMILES: Nc1nc(OCc2ccccc2)c2[nH]cnc2n1
  TCR activator = -6%
  S-ASM inh = 1%
  Chronic BCR inh = ·
  Eya2 phos inh = -5%
  A-T KAP1 phos = ·
  ELG1 DNA repair = ·
  TSHR antagonist = -16
  Mito fusion act = 8%
  Tb PFK block = ·
  Integrin act MD = ·
  TSG101-PTAP inh = 0%

# The list goes on:
SMILES,TCR activator,S-ASM inh,Chronic BCR inh,Eya2 phos inh,A-T KAP1 phos,ELG1 DNA repair,TSHR antagonist,Mito fusion act,Tb PFK block,Integrin act MD,TSG101-PTAP inh
CC(=O)Nc1cccc2c1[n+]([O-])c(C)c(C)[n+]2[O-],·,·,4%,9%,5%,8%,10,-3%,1%,·,·
CSCCC(NC(=O)c1ccc(Cl)cc1Cl)C(=O)OC1CCCCC1=O (stereo not drawn),-1%,0%,?,3%,2%,?,-8,-4%,7%,-1%,2%
COc1ccc(NC(=S)NCc2ccc(S(N)(=O)=O)cc2)cc1OC,-6%,-3%,9%,-6%,-1%,12%,6,15%,-1%,3%,-4%
Cc1cccc(Oc2nc(-c3ccncc3)nc3ccccc23)c1,8%,-5%,1%,?,8%,0%,32,14%,-6%,-22%,-1%
CC[C@]12c3[nH]c4ccccc4c3CCN1C(=O)C(CC(=O)NCCN1CCOCC1)C[C@@H]2C(=O)N1CCN(C(=O)C2CC2)CC1 (stereo partly drawn),0%,1%,7%,-13%,11%,19%,-3,·,2%,1%,-1%
COc1ccc(C2c3ccc(O)cc3Oc3ncn(Cc4ccco4)c(=N)c32)cc1OC (stereo not drawn),4%,-2%,-6%,2%,-35%,0%,-6,4%,-3%,-6%,1%
CCCNC(=O)NC(=O)COC(=O)c1oc2ccc(OCC)cc2c1C,4%,1%,-30%,-17%,-5%,?,1,-1%,3%,18%,0%
O=C(C1=C(c2ccccc2)C(=O)c2ccccc2C1=O)c1ccccc1,·,-6%,?,-3%,17%,6.5µM*,8,-14%,0%,-62%[inhibitor],-3%
Clc1ccc(-c2n[nH]c3c2Cc2ccccc2-3)cc1Cl,·,·,?,16%,0%,23%,13,-3%,-7%,·,·
CCn1c(O)c(C=NC2CCCC2)sc1=S,3%,0%,11%,11%,1%,?,-3,2%,-9%,-20%,-9%
COc1cccc(OC)c1C(=O)Nc1ccc(S(=O)(=O)N2CCCCC2)cc1,8%,-3%,-13%,-6%,-9%,?,45,12%,-17%,5%,-4%
Cc1occc1-c1nc(-c2ccccn2)no1,0%,1%,-13%,20%,0%,?,-3,-3%,-11%,16%,-5%
Cc1ccc(CNC(=O)c2cc(-c3ccccc3)n(Cc3cc(C)no3)n2)cc1,11%,0%,0%,-10%,8%,-24%,-8,-4%,-9%,-1%,-4%
Cc1ccc2nc(-c3ccc(NC(=O)COC(=O)c4ccc([N+](=O)[O-])o4)cc3)sc2c1,-3%[46.1 µM],31%[activator],5%,0%,0%,?,4,18%,8%,-7%,-5%
